Source: PubChem BioAssay (Broad Institute)
BioA inh: inhibitors of Mycobacterium tuberculosis BioA enzyme | purified M. tuberculosis BioA enzyme, plate reader | inhibition, % at 9.99 µM | hit rate 0.096% among 360,000 | AID 602481; in the data active = inhibition above about 40%
Active calls of the source: *. An excerpt (hit frequency here may not be typical).

CC(C)C#Cc1cnc2c(c1)C(=O)N([C@H](C)CO)C[C@H](C)[C@@H](CN(C)C(=O)C1CCC1)O2
  BioA inh = -0.9

Cc1ccc(S(=O)(=O)Nc2ccc3c(c2)C(=O)N([C@@H](C)CO)C[C@H](C)[C@H](CN(C)C(=O)Nc2cccc4ccccc24)OCCCC[C@@H](C)O3)cc1
  BioA inh = -3.8

CC(=O)N(C)C[C@H]1Oc2ncc(-c3ccc(C#N)cc3)cc2C(=O)N([C@H](C)CO)C[C@@H]1C
  BioA inh = -2.1

C[C@@H]1CN([C@@H](C)CO)C(=O)c2cc(C#CC3(O)CCCC3)cnc2O[C@H]1CN(C)C(=O)Nc1ccc2c(c1)OCO2
  BioA inh = 5.2

Cc1ccc(S(=O)(=O)N[C@H]2CC[C@H](CC(=O)NC3CCCCC3)O[C@@H]2CO)cc1
  BioA inh = -0.8

COc1ccccc1S(=O)(=O)N(C)C[C@H]1Oc2cc(C#CCC(C)C)ccc2S(=O)(=O)N([C@H](C)CO)C[C@@H]1C
  BioA inh = -2.4

C/C=C/c1ccc([C@@H]2[C@@H](CO)N3CCCCN(C(=O)Nc4ccc(F)cc4)C[C@H]23)cc1
  BioA inh = -1.6

CCCNC(=O)C[C@H]1CC[C@@H]2[C@H](COC[C@H](O)CN2C(=O)c2cc(Cl)cc(Cl)c2)O1
  BioA inh = 0.0

CNC(=O)C[C@@H]1CC[C@H]2[C@H](COc3ccc(NC(=O)c4cc(C)on4)cc3C(=O)N2C)O1
  BioA inh = -1.1

Cc1noc(C)c1NC(=O)Nc1cccc2c1O[C@@H](CN(C)Cc1ccncc1)[C@@H](C)CN([C@@H](C)CO)C2=O
  BioA inh = -1.6

O=C(NCCc1ccccc1)[C@@H]1[C@@H](CO)[C@@H]2Cn3c(ccc(-c4ccccc4)c3=O)[C@H]1N2
  BioA inh = 1.5

CCCNC(=O)C[C@H]1CC[C@H]2[C@H](COc3ccc(NC(=O)Cc4ccccc4)cc3C(=O)N2C)O1
  BioA inh = 0.5

C[C@H](CO)N1C[C@H](C)[C@@H](CN(C)S(C)(=O)=O)OCCCC[C@H](C)Oc2ccc(NC(=O)Nc3cccc4ccccc34)cc2C1=O
  BioA inh = 0.1

COc1ccccc1-c1ccc2c(c1)O[C@@H](CN(C)S(=O)(=O)c1ccc(C)cc1)[C@@H](C)CN([C@H](C)CO)S2(=O)=O
  BioA inh = -4.0

CCC(=O)N(C)C[C@@H]1Oc2cc(-c3ccccc3C)ccc2S(=O)(=O)N([C@@H](C)CO)C[C@H]1C
  BioA inh = 1.0

CN(C)C(=O)[C@@H]1[C@@H](CO)[C@@H]2Cn3c(ccc(-c4cccnc4)c3=O)[C@H]1N2C(=O)NC1CCCC1
  BioA inh = 3.7

C[C@H](CO)N1C[C@H](C)[C@H](CN(C)S(=O)(=O)c2cccs2)Oc2ccc(NC(=O)CCC(F)(F)F)cc2C1=O
  BioA inh = -6.4

C[C@H](CO)N1C[C@H](C)[C@@H](CN(C)Cc2ccncc2)Oc2cc(Br)ccc2S1(=O)=O
  BioA inh = 2.8

C[C@@H]1CN([C@H](C)CO)C(=O)c2cccc(NC(=O)c3cnccn3)c2O[C@H]1CN(C)C(=O)Nc1ccc2c(c1)OCO2
  BioA inh = -0.3

COCC#Cc1cnc2c(c1)C(=O)N([C@@H](C)CO)C[C@H](C)[C@@H](CN(C)C(=O)c1cccnc1)O2
  BioA inh = -0.5

Ordered by SMILES length (high to low): part of the list above
C[C@H](CO)N1C[C@H](C)[C@@H](CN(C)S(C)(=O)=O)OCCCC[C@H](C)Oc2ccc(NC(=O)Nc3cccc4ccccc34)cc2C1=O
  BioA inh = 0.1

COCC#Cc1cnc2c(c1)C(=O)N([C@@H](C)CO)C[C@H](C)[C@@H](CN(C)C(=O)c1cccnc1)O2
  BioA inh = -0.5

C[C@H](CO)N1C[C@H](C)[C@@H](CN(C)Cc2ccncc2)Oc2cc(Br)ccc2S1(=O)=O
  BioA inh = 2.8

Following part.
C[C@@H]1CN([C@@H](C)CO)C(=O)c2cccc(NS(C)(=O)=O)c2O[C@@H]1CN(C)S(=O)(=O)c1cccs1
  BioA inh = -2.1

C[C@@H]1CN([C@H](C)CO)C(=O)c2cc(NC(=O)CCN3CCOCC3)ccc2O[C@@H]1CN(C)S(=O)(=O)c1ccc(F)cc1
  BioA inh = -2.5

C[C@@H]1CN([C@H](C)CO)C(=O)c2cc(NC(=O)CCCN(C)C)ccc2O[C@@H]1CN(C)S(=O)(=O)c1cccs1
  BioA inh = -0.6

O=C(C[C@H]1CC[C@H](NC(=O)Nc2ccc(C(F)(F)F)cc2)[C@@H](CO)O1)NCc1ccccn1
  BioA inh = -0.2

CCCC#Cc1cnc2c(c1)C(=O)N([C@@H](C)CO)C[C@@H](C)[C@H](CN(C)C(=O)NCCC)O2
  BioA inh = -0.3

C[C@H]1CN([C@@H](C)CO)C(=O)c2cc(C#CC3CCCC3)cnc2O[C@@H]1CN(C)C(=O)C1CCC1
  BioA inh = 1.6

C[C@H]1CN([C@@H](C)CO)S(=O)(=O)c2ccc(C#CC3CC3)cc2O[C@H]1CN(C)C(=O)C1CCC1
  BioA inh = 0.2

C[C@@H]1CN([C@H](C)CO)C(=O)Cc2cc(NC(=O)CCC(F)(F)F)ccc2O[C@@H]1CN(C)S(=O)(=O)c1cccs1
  BioA inh = -0.5

CCCNC(=O)N[C@H]1CC[C@H](CCn2cc(-c3cccc(F)c3)nn2)O[C@H]1CO
  BioA inh = -0.6

C[C@H](CO)N1C[C@H](C)[C@@H](CN(C)Cc2ccc(-c3ccccc3)cc2)Oc2ccc(NC(=O)CCCN(C)C)cc2C1=O
  BioA inh = 1.6

CCCNC(=O)C[C@H]1CC[C@@H]2[C@H](COC[C@H](O)CN2Cc2ccncc2)O1
  BioA inh = -1.9

C[C@H]1CN([C@@H](C)CO)C(=O)c2cc(NC(=O)CCC(F)(F)F)ccc2O[C@H]1CN(C)S(=O)(=O)c1ccc(Cl)cc1
  BioA inh = 2.6

C[C@H](CO)N1C[C@H](C)[C@@H](CN(C)Cc2ccc(C(=O)O)cc2)Oc2ccc(NC(=O)C3CC3)cc2CC1=O
  BioA inh = -3.0

COc1ccccc1NC(=O)N1C[C@@H](O)COC[C@H]2O[C@@H](CC(=O)NCc3ccccc3)CC[C@@H]21
  BioA inh = -0.1

O=C(C[C@H]1CC[C@H]2[C@@H](COC[C@@H](O)CN2Cc2cccc(Cl)c2)O1)NCC1CCCCC1
  BioA inh = -0.1

C[C@@H]1CN([C@@H](C)CO)C(=O)c2cc(NC(=O)CCCN(C)C)ccc2O[C@@H]1CN(C)Cc1ccncc1
  BioA inh = -1.9

COC(=O)C[C@@H]1C[C@H]2c3cc(NC(=O)C4CCOCC4)ccc3O[C@H]2[C@H](CO)O1
  BioA inh = -0.7

Cc1ccccc1S(=O)(=O)N1[C@@H](C#N)[C@@H](c2ccc(-c3ccccc3)cc2)[C@@H]1CO
  BioA inh = -3.1

C[C@@H]1CN([C@@H](C)CO)C(=O)c2cc(NC(=O)Nc3ccc4c(c3)OCO4)ccc2O[C@@H]1CN(C)Cc1ccccc1
  BioA inh = -0.5

C[C@@H]1CN([C@@H](C)CO)C(=O)c2cc(-c3cccc(C#N)c3)cnc2O[C@H]1CN(C)C(=O)C1CCOCC1
  BioA inh = -1.2

C[C@@H]1CN([C@H](C)CO)S(=O)(=O)c2ccc(C#Cc3ccccc3F)cc2O[C@@H]1CN(C)C(=O)c1ccc2c(c1)OCO2
  BioA inh = -2.6

O=C(C[C@@H]1CC[C@H]2[C@@H](COC[C@H](O)CN2Cc2cccc(C(F)(F)F)c2)O1)NCCc1ccccc1
  BioA inh = -0.7

CC(C)OC(=O)N(C)C[C@@H]1OCc2ccccc2-c2c(n(C)c3ccccc23)C(=O)N([C@H](C)CO)C[C@@H]1C
  BioA inh = 0.6

C[C@@H]1CCCCO[C@H](CN(C)C(=O)Nc2ccc3c(c2)OCO3)[C@H](C)CN([C@@H](C)CO)C(=O)c2cc(NC(=O)Nc3ccc(F)cc3)ccc2O1
  BioA inh = -0.8

Cc1noc(C)c1NC(=O)Nc1ccc2c(c1)C(=O)N([C@H](C)CO)C[C@H](C)[C@@H](CN(C)S(=O)(=O)c1cn(C)cn1)OCCCC[C@H](C)O2
  BioA inh = 0.0

O=C(C[C@H]1C=C[C@@H](NC(=O)Nc2ccc3c(c2)OCO3)[C@@H](CO)O1)NCCCN1CCOCC1
  BioA inh = -1.4

CCNC(=O)C[C@H]1CC[C@@H]2[C@@H](COc3ccc(NC(=O)Cc4ccccc4)cc3C(=O)N2C)O1
  BioA inh = -1.0

C[C@H](CO)N1C[C@H](C)[C@@H](CN(C)Cc2ccc(Cl)c(Cl)c2)Oc2ccc(NC(=O)Nc3cccc4ccccc34)cc2CC1=O
  BioA inh = -5.7

C[C@H](CO)N1C[C@H](C)[C@@H](CN(C)C(=O)Nc2cccc3ccccc23)Oc2ccc(NC(=O)C3CC3)cc2C1=O
  BioA inh = -1.3

CCCN(C)C[C@H]1Oc2cc(-c3ccc(C)cc3)ccc2S(=O)(=O)N([C@@H](C)CO)C[C@H]1C
  BioA inh = -1.9

Cc1noc(C)c1S(=O)(=O)N(C)C[C@@H]1Oc2c(NC(=O)c3nc4ccccc4s3)cccc2C(=O)N([C@@H](C)CO)C[C@@H]1C
  BioA inh = -2.8

CCC(=O)N(C)C[C@@H]1Oc2ncc(C#C[C@H](C)O)cc2C(=O)N([C@@H](C)CO)C[C@@H]1C
  BioA inh = 1.6

C/C=C/c1ccc([C@@H]2[C@H](CO)N[C@H]2CN(C(=O)c2ccccc2F)C(C)C)cc1
  BioA inh = -1.6

CO[C@H](CN(C)C(=O)C1CC1)[C@H](C)CN(C(=O)Nc1ccc(C(F)(F)F)cc1)[C@@H](C)CO
  BioA inh = -1.5

C[C@H]1CN([C@@H](C)CO)C(=O)c2cccc(NC(=O)Nc3ccc(C(F)(F)F)cc3)c2O[C@H]1CN(C)C(=O)Nc1ccccc1
  BioA inh = -0.7

C[C@@H]1CCCCO[C@H](CN(C)S(=O)(=O)c2ccccc2)[C@@H](C)CN([C@H](C)CO)C(=O)c2cc(N(C)C)ccc2O1
  BioA inh = -0.9

C[C@@H]1CN([C@@H](C)CO)C(=O)c2cc(C3=CCCCC3)cnc2O[C@H]1CN(C)C(=O)Cc1ccccc1
  BioA inh = 4.0

COc1ccc(S(=O)(=O)N[C@H]2C=C[C@@H](CC(=O)N3CCN(c4ccccc4)CC3)O[C@H]2CO)cc1
  BioA inh = 2.5

O=C(Nc1ccccc1)[C@H]1[C@H](CO)[C@H]2Cn3c(cccc3=O)[C@H]2N1C(=O)C1CC1
  BioA inh = 0.4

Cc1ccc(S(=O)(=O)N(C)C[C@@H]2Oc3ccc(NC(=O)c4ccncc4)cc3CC(=O)N([C@H](C)CO)C[C@@H]2C)cc1
  BioA inh = 1.7

CS(=O)(=O)N1CCCCN2[C@H](C1)[C@H](c1ccc(-c3cccc(C#N)c3)cc1)[C@@H]2CO
  BioA inh = -4.0

O=C(C[C@H]1C=C[C@@H](NC(=O)C2CCOCC2)[C@@H](CO)O1)Nc1ccc(-c2ccccc2)cc1
  BioA inh = 4.3

CC(C)C#Cc1ccc2c(c1)O[C@@H](CN(C)Cc1cncnc1)[C@@H](C)CN([C@@H](C)CO)S2(=O)=O
  BioA inh = 4.9

C[C@@H]1CN([C@H](C)CO)C(=O)c2cc(-c3cncnc3)cnc2O[C@H]1CN(C)Cc1ccccc1
  BioA inh = 0.8

C[C@H]1CN([C@@H](C)CO)C(=O)Cc2cc(NC(=O)CCN3CCOCC3)ccc2O[C@@H]1CN(C)C(=O)Nc1cccc2ccccc12
  BioA inh = -2.8

COc1ccc(NC(=O)Nc2ccc3c(c2)CC(=O)N([C@H](C)CO)C[C@@H](C)[C@H](CN(C)Cc2ccccc2)O3)cc1
  BioA inh = -0.8

CN1C(=O)c2cc(NS(=O)(=O)c3ccc(F)cc3)ccc2OC[C@@H]2O[C@@H](CC(=O)O)CC[C@@H]21
  BioA inh = -0.5

CCC(=O)N(C)C[C@H]1Oc2cc(C#CC3CC3)ccc2S(=O)(=O)N([C@H](C)CO)C[C@H]1C
  BioA inh = -1.2

C[C@@H]1CN([C@H](C)CO)C(=O)c2cccc(NC(=O)C3CC3)c2O[C@@H]1CN(C)C(=O)Nc1ccccc1
  BioA inh = -0.3

CCCN1C[C@H](C)[C@H](OC)CN(C)C(=O)c2ccc(NC(=O)COC)cc2OC[C@H]1C
  BioA inh = -3.4

The closing 3 compounds of the section above open the next one.
CCC(=O)N(C)C[C@H]1Oc2cc(C#CC3CC3)ccc2S(=O)(=O)N([C@H](C)CO)C[C@H]1C
  BioA inh = -1.2

C[C@@H]1CN([C@H](C)CO)C(=O)c2cccc(NC(=O)C3CC3)c2O[C@@H]1CN(C)C(=O)Nc1ccccc1
  BioA inh = -0.3

CCCN1C[C@H](C)[C@H](OC)CN(C)C(=O)c2ccc(NC(=O)COC)cc2OC[C@H]1C
  BioA inh = -3.4

C[C@H](CO)N1C[C@H](C)[C@@H](CN(C)C(=O)Nc2ccc(C(F)(F)F)cc2)OCc2cnnn2CCCC1=O
  BioA inh = 2.7

CCCC(=O)Nc1ccc2c(c1)C(=O)N(C)[C@@H]1CC[C@H](CC(=O)NCc3ccccc3)O[C@@H]1CO2
  BioA inh = 6.3

C[C@H]1CN([C@@H](C)CO)C(=O)c2cc(NC(=O)Nc3ccc(C(F)(F)F)cc3)ccc2O[C@H]1CN(C)C(=O)Nc1ccc(C(F)(F)F)cc1
  BioA inh = -3.5

C[C@H]1CN([C@@H](C)CO)C(=O)CCCn2nncc2CO[C@@H]1CN(C)C(=O)Nc1cccc(Oc2ccccn2)c1
  BioA inh = -0.5

COCCN(C[C@H]1[C@H](c2ccccc2)[C@@H](CO)N1C(C)=O)C(=O)c1ccncc1
  BioA inh = -0.1

O=S(=O)(N[C@H]1CC[C@@H](CCn2cc(-c3cccc(F)c3)nn2)O[C@H]1CO)c1ccc(Cl)cc1
  BioA inh = 4.0

COc1ccc(S(=O)(=O)Nc2ccc3c(c2)C(=O)N([C@@H](C)CO)C[C@H](C)[C@H](CN(C)C(=O)NC2CCCCC2)OCCCC[C@@H](C)O3)cc1
  BioA inh = 0.0

CO[C@@H]1CC[C@H]2CCOc3c(C#N)cccc3C(=O)N(C)CCCC(=O)N(C)C[C@@H]1O2
  BioA inh = 0.3

CO[C@@H]1CN(C)C(=O)c2ccc(NS(=O)(=O)c3cn(C)cn3)cc2OC[C@H](C)N(C)C[C@@H]1C
  BioA inh = -1.9

CN1C[C@H]2[C@@H](c3ccccc31)[C@@H](CO)N2C(=O)Nc1ccccc1Cl
  BioA inh = -1.9
